Screens (PubChem BioAssay)
PLK1 inh: inhibitors of human PLK1 kinase; P53350; recombinant PLK1 kinase, TR-FRET peptide phosphorylation; inhibition, % at 10 µM; 97,000 compounds, 0.53% hits;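 active = inhibition of 50% or more in the single-concentration screen; inactive = inhibition below 50%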;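 also: 0% = DMSO max control and 100% = H-89 dihydrochloride min control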
ERa SRC1 pot: enhances coactivator binding to human estrogen receptor alpha | AID 639 | TR-FRET ERalpha-LBD/SRC-Cy5 coactivator binding, 2 h; 100 = basal binding, no effect | 86,000 compounds, 1.3% hits | P03372 | coactivator binding (% of control), % at 25.6 µM; in the data active = activity above about 200%;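 also: binding measured in presence of low estradiol as agonist stimulus; 0% = peptide alone without receptor and 100% = receptor with peptide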
Rev-RRE block: disrupts HIV-1 Rev binding to RRE RNA; Rev peptide-RRE RNA binding, FRET; inhibition, % at 8 µM; 97,000 compounds, 0.79% hits;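 active = inhibition above the screen-wide mean plus 3 SD, cut at about 35% in these data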;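 also: 0% = median DMSO wells and 100% = median Neomycin B control wells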
Target sequence (P05866 whole entry, looked up): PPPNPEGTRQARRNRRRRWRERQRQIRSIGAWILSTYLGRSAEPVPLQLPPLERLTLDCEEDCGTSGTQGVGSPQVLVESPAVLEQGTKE
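Probe or stimulus: fluorescein-Rev peptide as binding partner; assay system: Cy5-tagged RRE RNA duplex with fluorescein-tagged Rev peptide; timing: 5 min compound–RNA preincubation, then 15 min with peptide, 25 °C; medium: HEPES pH 7.5 buffer with KCl, MgCl2, NaCl and EDTA; signal: fluorescein-to-Cy5 FRET, 480 nm excitation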
CD11b adhes enh: increases human CD11b/CD18 adhesion to fibrinogen; activation, % at 10 µM; 93,000 compounds, 0.07% hits; P05107+P11215; K562 CD11b/CD18 adhesion to fibrinogen, ATPlite luminescence;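 active = 10 µM primary screen giving 50% or more activity, confirmed by 40% or more on retest at that dose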; also: strong numbers were not always called active; reference of the scale not given here
Target sequence (P05107 whole entry, looked up, other chains not shown): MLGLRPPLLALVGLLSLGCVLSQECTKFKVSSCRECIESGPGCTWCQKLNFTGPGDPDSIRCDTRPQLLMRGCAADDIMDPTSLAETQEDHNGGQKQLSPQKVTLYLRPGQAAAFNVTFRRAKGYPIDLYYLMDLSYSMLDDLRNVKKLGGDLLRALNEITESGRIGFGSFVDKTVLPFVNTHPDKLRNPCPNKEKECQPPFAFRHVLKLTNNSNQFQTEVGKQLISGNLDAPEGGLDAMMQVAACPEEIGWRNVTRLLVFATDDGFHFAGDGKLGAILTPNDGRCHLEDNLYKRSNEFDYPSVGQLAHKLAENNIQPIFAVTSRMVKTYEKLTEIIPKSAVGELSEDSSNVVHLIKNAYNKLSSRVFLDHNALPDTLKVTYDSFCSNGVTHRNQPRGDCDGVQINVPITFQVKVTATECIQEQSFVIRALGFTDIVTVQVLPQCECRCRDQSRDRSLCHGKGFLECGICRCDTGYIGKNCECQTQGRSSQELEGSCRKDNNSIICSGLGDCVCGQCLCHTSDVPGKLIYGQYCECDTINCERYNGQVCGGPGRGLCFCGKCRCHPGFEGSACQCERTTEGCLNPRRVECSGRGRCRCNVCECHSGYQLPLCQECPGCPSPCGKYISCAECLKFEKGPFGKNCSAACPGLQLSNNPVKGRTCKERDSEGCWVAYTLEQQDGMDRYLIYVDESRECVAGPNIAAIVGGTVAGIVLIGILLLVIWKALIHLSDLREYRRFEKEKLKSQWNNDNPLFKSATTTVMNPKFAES
ERa coact inh: ER-alpha (human) coactivator binding inhibition; P03372; TR-FRET ER-alpha LBD / SRC-1 peptide, estradiol-bound; inhibition, % at 25.6 µM; 86,000 compounds, 1.7% hits; AID 629; in the data active = inhibition above about 50%;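 also: 0% = receptor plus peptide control and 100% = peptide only without receptor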
FAK inh: inhibitors of human focal adhesion kinase; Q05397; biochemical FAK kinase activity assay; 97,000 compounds, 0.84% hits; inhibition, %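 (tested at 7 µM)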; in the data active = inhibition above about 19%;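 also: 0% = DMSO and 100% = reference compound high control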
Mac1 fbg inh: CD11b/CD18-fibrinogen binding inhibition | P05107+P11215 | 93,000 compounds, 0.54% hits | inhibition, % at 10 µM | K562 CD11b/CD18 adhesion to fibrinogen, ATPlite luminescence; Mn2+ added to activate the integrin;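 active = primary inhibition of 50% or more at 10 µM, then 40% or more on retest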; also: some results filed as inactive read as strong as hits
ERb SRC1 inh: blocks coactivator binding to human estrogen receptor beta; inhibition, % at 25.6 µM; AID 633; 86,000 compounds, 1.3% hits; TR-FRET ER-beta LBD / SRC1-Cy5 peptide binding; receptor agonist-loaded with 1 µM estradiol; Q92731;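 active = compounds whose percent inhibition of the receptor-coactivator binding signal exceeds about 50% in the single-dose screen, limit read from the data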;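 also: 0% = receptor plus peptide wells without compound and 100% = peptide-only wells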
PLK1 PBD inh: inhibitors of human Plk1 polo box domain binding; 97,000 compounds, 0.13% hits; inhibition, %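 (tested at about 20 µM)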; P53350; Plk1 PBD phosphopeptide binding, fluorescence polarization; AID 693; in the data active = inhibition above about 34%, passing the limit was not always enough
An asterisk follows results filed as active; x = not tested or not shown; [ ] = another dose, or the depositor's remark. No enrichment for hits. About 4.7% of those tested had a hit in this group.

SMILES | PLK1 inh | ERa SRC1 pot | Rev-RRE block | CD11b adhes enh | ERa coact inh | FAK inh | Mac1 fbg inh | ERb SRC1 inh | PLK1 PBD inh
Cc1cc2c(c(=O)o1)C(CC(C)C)C(C#N)=C(N)O2 (stereo not drawn) | 0 | 129 | 35 | -5 | -4 | 15 | -2 | -12 | -16
O=C(NNC(=S)NC(=O)c1cccnc1)c1ccc(Cl)cc1 | -5 | x | -2 | x | x | 1 | x | x | -11
Cc1ccc(C2CC(=O)N3CN(c4ccc(Br)cc4)CSC3=C2C#N)o1 (stereo not drawn) | -1 | 55[fluorescence artefact?] | 45* | -5 | -7 | 5 | 3 | -1 | 0
CCOc1ccc(N(CC(=O)NC2CCCC(C)C2C)S(=O)(=O)c2c(C)noc2C)cc1 (stereo not drawn) | x | 112[fluorescence artefact?] | x | -5 | -4 | x | -1 | -3 | x
COc1ccccc1C(=O)N1CCN(S(=O)(=O)Cc2ccccc2)CC1 | -21 | 98 | 10 | 2 | 0[fluorescence artefact?] | -3 | -7 | 3 | 10
CCSc1nc2cc(OC)c(OC)cc2c(=O)n1CC | -9 | 103 | 7 | 4 | -26 | 3 | -38 | -25[fluorescence artefact?] | -10
CCCCC(=O)N/N=C(\C)CC(=O)Nc1cc(Cl)ccc1OC | -26 | x | -3 | x | x | 0 | x | x | 11
Cc1[nH]c(=O)[nH]c1CN1CCCCC1 | -5 | 89 | 7 | -3 | -15 | 0 | 3 | -9 | 20
CCOc1ccccc1C(=O)Nc1nccs1 | -1 | 83 | 1 | 1 | 12 | 3 | 10 | 38 | -13
CCN1/C(=C(\O)c2ccccc2)C(=O)c2ccccc2S1(=O)=O | -3 | 102 | 6 | -3 | -7 | -1 | -20 | -2 | -15
Cc1ccc(-n2c(-c3ccccc3)nnc2-c2cccs2)cc1 | -7 | 103 | 3 | x | 28 | 2 | x | 10 | 31
c1ccc2c(c1)c1ccccc1n1c(-c3ccc4c(c3)OCO4)nnc21 | -10 | x | 10 | -1 | x | -8 | -14 | x | 19
COc1ccc(N(Cc2ccco2)C(=O)c2ccccc2F)cc1OC | -5 | 119 | 1 | 3 | -5 | -4 | -21 | -3 | 12
Cn1c(=O)c2c(nc(N3CCOCC3)n2Cc2c(F)cccc2Cl)n(C)c1=O | -4 | 79[fluorescence artefact?] | 7 | 2 | -3 | 1 | 9 | 0 | 3
CCN1CCC(NC(=O)c2cc(OC)c(OC)cc2OC)CC1 | -12 | 137 | 3 | -6 | -6 | 1 | -6 | -1 | 10
CC(C)[C@H](NC(=O)c1cccc(S(=O)(=O)N2CCCC2)c1)c1nc2ccccc2[nH]1 | -6 | x | -1 | 3 | x | -2 | -3 | x | 10
CCSC1=N/C(=C\c2ccc(C(=O)O)cc2)C(=O)S1 | -9 | 100 | 6 | -1 | -1 | 0 | 8 | -5[fluorescence artefact?] | -2
COc1cccc(S(=O)(=O)Nc2ccc(C(=O)N3CCOCC3)cc2)c1 | -11 | 102 | 0 | -1 | -5 | 4 | 19 | -6 | 19
CCCSc1nn2c(=O)c3ccccc3nc2s1 | -9 | x | 5 | -2 | x | -2 | 1 | x | -17
COCCC(=O)N(Cc1ccc2c(c1)OCO2)C(C(=O)NC1CCCCC1)c1ccncc1 (stereo not drawn) | 1 | 99 | 1 | 0 | 2[fluorescence artefact?] | -3 | -6 | -4[fluorescence artefact?] | 21
Cc1ccc(S(=O)(=O)N2CC(=O)Nc3ccccc32)cc1 | -31 | 112 | 2 | 0 | -1 | -2 | 7 | -30 | 10
O=C(NCCc1cccc(Cl)c1)c1cccnc1 | -10 | 116 | 7 | 1 | 0 | -1 | -11 | -3 | 8
C=CCNC(=O)c1sc(SC)cc1-c1ccc(Cl)cc1 | -5 | x | 11 | -2 | x | 2 | -7 | x | 5
CON(C)S(=O)(=O)c1ccc2c(c1)NC(=O)C1CCCN21 (stereo not drawn) | -5 | x | 4 | x | x | 0 | x | x | 22
Cc1onc(-c2ccccc2)c1C(=O)NCCc1ccc(S(N)(=O)=O)cc1 | 17 | 92[fluorescence artefact?] | 0 | 1 | -7 | -1 | -10 | -4 | -3
Cc1ccc(-n2c(SCC(=O)NCc3cccs3)nnc2-c2ccoc2C)cc1 | -5 | 115 | 3 | -2 | 0 | 0 | -4 | 0 | -5
O=C(CN(C(=O)CSc1nc2ccccc2o1)c1cccc(F)c1)NC1CCCCC1 | -3 | x | 8 | x | x | 7 | x | x | 17
COc1cc(CNc2ccc3c(c2)CCC3)cc(OC)c1O | 7 | x | 1 | -1 | x | 4 | -23 | x | -15
COc1ccc(C(C)N2CC34C=CC(O3)C(C(=O)OCC(C)C)C4C2=O)cc1 (stereo not drawn) | -15 | 96 | 0 | -1 | -1 | -4 | -6 | 10 | -27
COC(=O)Nc1c(-c2ccccc2)nc2ccc(C)cn12 | x | 101 | x | -3 | 3 | x | -13 | 83* | x
CCOC(=O)c1c(C)[nH]c2c1cc(O)c1ccccc12 | -10 | 76[fluorescence artefact?] | 1 | x | 9 | 15 | x | 21 | 10
Cc1ccc(C)c(S(=O)(=O)N2C(=S)NC(=O)C2CC(C)C)c1 (stereo not drawn) | -7 | x | -1 | 5 | x | 0 | -8 | x | 4
Cc1ccc2[nH]c(=O)c(CN(CC3CCCO3)S(=O)(=O)c3c(C)ccc4nsnc34)cc2c1 (stereo not drawn) | -7 | 102 | 8 | 8 | -2 | -2 | -4 | -1 | 22
Cc1ccc(-c2cc(C(F)F)n3ncc(C(=O)Nc4c(C)nn(Cc5c(Cl)cccc5Cl)c4C)c3n2)cc1 | -4 | x | 5 | 116* | x | 1 | 32 | x | -8
COc1ccc(OC)c(C2CC(=O)N3CN(c4cccc(Cl)c4C)CSC3=C2C#N)c1 (stereo not drawn) | -15 | 79 | 3 | 33 | -2 | -3 | 1 | -10 | 8
O=C(Nc1cccc2ccccc12)/C(=C/c1ccc([N+](=O)[O-])cc1)NC(=O)c1ccccc1 | -7 | x | 5 | x | x | -1 | x | x | 2
OCCNCC(O)Cn1ccc2ccccc21 (stereo not drawn) | -2 | 103 | 3 | 6 | 2 | -3 | -10 | -8 | 29
Cc1cccc(OCC(O)Cn2c(NCc3cccnc3)nc3c2c(=O)[nH]c(=O)n3C)c1 (stereo not drawn) | -12 | x | 4 | -2 | x | -2 | -7 | x | -42
CC(=O)c1c(N2CCN(Cc3ccccc3)CC2)[nH]c(-c2ccccc2)nc1=S | 7 | 107 | 0 | 0 | -13[fluorescence artefact?] | -2 | 9 | -2 | -2
CCN1CCN(c2nc(-c3cccnc3)nc3ccccc23)CC1 | -6 | 102[fluorescence artefact?] | 1 | 4 | -2 | 3 | -19 | 18 | 4
CCOC(=O)N1CCN(S(=O)(=O)c2ccc(C(=O)Nc3ccc(F)cc3F)cc2)CC1 | -8 | 103 | -1 | -1 | -7 | 2 | 4 | -15 | -18
COc1cc(NC(=O)CSc2nccc(C)n2)c(C(=O)O)cc1OC | -8 | 108 | 7 | -3 | -6 | 7 | 2 | -2 | -12
COCCn1cc(C(=S)N2CCOCC2)c2ccccc21 | -13 | 121 | -7 | -1 | -1 | 1 | -12 | -13 | -7
O=C(CCc1ccccc1)NNC(=S)NC(=O)c1ccc(Cl)cc1 | -8 | x | 3 | -1 | x | -1 | -9 | x | 12
C=CCN1C(=NC(=O)CCC)SC2CS(=O)(=O)CC21 (stereo not drawn) | -5 | 94 | 2 | x | -3 | -2 | x | -4 | 4
Cc1nc2c(-c3ccc(F)cc3)c(C)nn2c(C)c1CCC(=O)N1CCN(c2ccccn2)CC1 | -13 | 105[fluorescence artefact?] | 3 | 1 | -4 | 3 | -2 | -8 | -11
COC(=O)C1=C(CSc2nc3c(cc2C#N)CN(C)CC3)OC(N)=C(C#N)C1c1ccc(F)cc1 (stereo not drawn) | 5 | 106 | 65* | x | -7 | 17 | x | -5 | -21
Cc1ccc(Cl)cc1NS(=O)(=O)c1c(C)[nH]c(=O)[nH]c1=O | 5 | 99 | 9 | -2 | -4 | 1 | -12 | 7 | 1
CC1CCCCN1C/C=C/c1ccccc1[N+](=O)[O-] (stereo not drawn) | -10 | x | 5 | -3 | x | 2 | 2 | x | 2
COCc1cc(=O)[nH]c(SCC(=O)Nc2ccccc2)n1 | -6 | 83 | 3 | 3 | 1 | -3 | -26 | 7 | 37
Cc1oncc1C(=O)NC(C)C | -3 | 111 | 8 | -2 | -6 | -2 | -1 | -4 | -10
O=C(COc1ccc2ccccc2c1Br)Nn1cnnc1 | -13 | 117 | 2 | 7 | -10 | 1 | -31 | -6[fluorescence artefact?] | -7
COC(=O)c1sc2nc(-c3ccccc3)nc(N3CCN(C)CC3)c2c1C | -8 | 104 | 3 | -1 | -4 | 2 | 15 | 1 | -5
CCCn1c(=O)c2ccccc2n2c(SCCOc3ccccc3)nnc12 | x | 84 | x | 1 | -7 | x | -5 | -2 | x
O=C(O)CSCc1cnn(-c2ccccc2)c1-n1cccc1 | -13 | 107 | -1 | x | -4 | -8 | x | -5 | -8
CCOC(=O)N1CCC(C(=O)Nc2ccc(OCC)cc2)CC1 | x | 112 | x | 2 | 2 | x | -13 | 14 | x
CCCSc1nc2c(cnn2-c2ccc(C)c(C)c2)c(=O)[nH]1 | -17 | 244*[fluorescence artefact?] | 7 | 28 | 50*[fluorescence artefact?] | -1 | 0 | 54*[fluorescence artefact?] | -1
CCCCCCc1nc2c(=O)[nH]c3ccccc3c2o1 | x | 249*[fluorescence artefact?] | x | 11 | 8[fluorescence artefact?] | x | -10 | 8[fluorescence artefact?] | x
COc1ccc(N(Cc2cc3cc(OC)ccc3[nH]c2=O)S(C)(=O)=O)cc1 | -5 | 103 | 0 | 8 | -9[fluorescence artefact?] | 0 | 2 | -10 | 2
CCCc1c(C)c2cccc(C)c2[nH]c1=O | -11 | 96 | 6 | -4 | 9 | 0 | -1 | 3[fluorescence artefact?] | 4

Molecules from the list above containing a nitro group on carbon, in the order listed:
SMILES | PLK1 inh | ERa SRC1 pot | Rev-RRE block | CD11b adhes enh | ERa coact inh | FAK inh | Mac1 fbg inh | ERb SRC1 inh | PLK1 PBD inh
O=C(Nc1cccc2ccccc12)/C(=C/c1ccc([N+](=O)[O-])cc1)NC(=O)c1ccccc1 | -7 | x | 5 | x | x | -1 | x | x | 2
CC1CCCCN1C/C=C/c1ccccc1[N+](=O)[O-] (stereo not drawn) | -10 | x | 5 | -3 | x | 2 | 2 | x | 2

(more compounds)
SMILES | PLK1 inh | ERa SRC1 pot | Rev-RRE block | CD11b adhes enh | ERa coact inh | FAK inh | Mac1 fbg inh | ERb SRC1 inh | PLK1 PBD inh
O=C(Cn1nnc(-c2ccccc2)n1)N1CCN(S(=O)(=O)c2ccc(Cl)cc2)CC1 | -2 | x | 9 | -2 | x | -4 | -1 | x | -16
COc1ccccc1CNC(=O)C1CCCN(S(C)(=O)=O)C1 (stereo not drawn) | -8 | 88 | 5 | -8 | 19 | 0 | -17 | 27 | 1
CCN(CC)Cc1cc(CCNC(=O)c2ccc(Cl)cc2)ccc1O | -1 | 99 | 2 | -3 | 0 | 0 | 2 | -10 | 4
Cc1cc(C(=O)CSc2nnc(NCc3ccccc3)s2)c(C)n1C | -8 | 174 | -2 | 1 | 3 | -3 | 22 | -1 | 2

Molecules above with bromine, in the order listed:
SMILES | PLK1 inh | ERa SRC1 pot | Rev-RRE block | CD11b adhes enh | ERa coact inh | FAK inh | Mac1 fbg inh | ERb SRC1 inh | PLK1 PBD inh
Cc1ccc(C2CC(=O)N3CN(c4ccc(Br)cc4)CSC3=C2C#N)o1 (stereo not drawn) | -1 | 55[fluorescence artefact?] | 45* | -5 | -7 | 5 | 3 | -1 | 0
O=C(COc1ccc2ccccc2c1Br)Nn1cnnc1 | -13 | 117 | 2 | 7 | -10 | 1 | -31 | -6[fluorescence artefact?] | -7
